From PubChem BioAssay
PTAP TSG101 blk – qHTS Assay for Iinhibitors of HIV-1 Budding by Blocking the Interaction of PTAP/TSG101; Tumor susceptibility gene 101 protein (Homo sapiens), Q99816; Potency, µM (highest dose often 115 µM), for inactives: at the top dose activity change, negative = inhibition, usual class: inhibitors; AID 493005, 2010; Fluorescence polarization, FITC-PTAP peptide / Tsg101 binding; 340,000 tested, under 10 active; active = well fitted inhibition curve with a large enough effect in the main read-out, with a control signal flat, not every such curve was filed as active; inconclusive = small, poorly fitted or top-dose-only effect, or effect the other way, or a change in a side signal; inactive = no such curve, though single readings can be large or run the other way; note: potency is the fitted concentration of half-maximal effect; % of control where 0% means no effect
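Fluorescence polarization binding of Tsg101 binding domain (10 uM final) to FITC-labeled PTAP peptide (50 nM final) in HEPES pH 7.5 buffer with NaCl, Tween 20, EDTA, TCEP. Compounds added before peptide; binding 20 min at RT.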
TSHR antag – Antagonists of the Thyroid Stimulating Hormone Receptor: HTS campaign; Thyrotropin receptor (Homo sapiens), P16473; TSHR-expressing cells, TSH-stimulated cAMP HTRF, 2 h; active compounds read low; activity change, negative = inhibition, % at 11.5 µM; hit rate 0.2% among 330,000;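 active = activity change below a set negative limit, meaning inhibition stronger than a set level, cut at about -70% in these data; inconclusive = activity change between two set negative limits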; note: % is set by controls: 0 for no effect and ±100 for the full control effect
Target sequence (P16473 whole entry, looked up): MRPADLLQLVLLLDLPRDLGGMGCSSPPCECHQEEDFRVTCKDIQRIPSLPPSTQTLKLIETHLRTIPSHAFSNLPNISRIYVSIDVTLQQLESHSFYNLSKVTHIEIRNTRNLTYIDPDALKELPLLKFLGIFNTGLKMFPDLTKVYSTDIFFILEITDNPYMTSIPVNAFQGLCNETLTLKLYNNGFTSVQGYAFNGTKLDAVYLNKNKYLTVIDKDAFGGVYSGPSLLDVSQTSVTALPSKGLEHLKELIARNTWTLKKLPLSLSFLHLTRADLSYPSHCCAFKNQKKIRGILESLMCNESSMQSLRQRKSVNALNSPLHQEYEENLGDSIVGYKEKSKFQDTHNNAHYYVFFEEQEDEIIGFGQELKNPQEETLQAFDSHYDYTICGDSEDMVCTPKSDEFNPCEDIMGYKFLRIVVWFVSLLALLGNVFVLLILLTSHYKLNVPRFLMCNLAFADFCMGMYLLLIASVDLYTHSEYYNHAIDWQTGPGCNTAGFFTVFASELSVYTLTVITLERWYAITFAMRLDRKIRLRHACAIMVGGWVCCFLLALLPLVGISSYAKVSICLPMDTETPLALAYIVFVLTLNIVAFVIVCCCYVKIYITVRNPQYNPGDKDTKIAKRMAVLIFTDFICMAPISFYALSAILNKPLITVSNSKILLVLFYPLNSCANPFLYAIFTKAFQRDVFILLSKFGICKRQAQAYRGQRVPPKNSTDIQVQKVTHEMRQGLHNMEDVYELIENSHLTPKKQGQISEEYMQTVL
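Inhibition of cAMP made by TSHR-expressing cells under TSH stimulation (4nM final, EC80; 2 h, 37 deg C) is quantified with a one-step lysis HTRF kit, anti-cAMP cryptate versus cAMP-d2.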
TCR activator – Activators of T cell receptors: qHTS campaign. primary human leukocytes, anti-CD3, IL-2 HTRF, 48 h. Potency, µM (titrated, usually from 9.22 µM), inactives show at the top dose activation of IL-2 secretion, actives largely listed as activators. AID 504894, 2011. 330,000 tested, under 10 active; note: % of control where 0% means no effect
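Readout: HTRF IL-2, Eu-cryptate/d2 antibody pair, 320nm excitation, 665nm emission. Stimulus: a-CD3 beads, no co-stimulation. Cells: primary human leukocytes. Exposure: 48 hr with compound.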
Menin MLL FP TR – qHTS Assay for Inhibitors Targeting the Menin-MLL Interaction in MLL Related Leukemias: Competition With Texas Red Labeled MLL-derived Mutant Peptide. Menin + Texas Red MLL mutant peptide, fluorescence polarization. Potency, µM (titrated, usually from 61.6 µM), without a hit: at the highest dose FP activity change, negative = inhibition, actives largely listed as inhibitors. hit rate 0.23% among 270,000; active = well fitted inhibition curve with a large enough effect in the polarisation, with a control signal flat, not every such curve was filed as active; inconclusive = small, poorly fitted or top-dose-only effect, or effect the other way, or a change in a side signal; inactive = no such curve, though single readings can be large or run the other way; the % refers to the polarisation; note: potency is the fitted concentration of half-maximal effect; % of control where 0% means no effect; many of its hits are not listed in these tables
ASM inhibitor – Inhibitors of Secretory Acid Sphingomyelinase (S-ASM): qHTS; Sphingomyelin phosphodiesterase (Homo sapiens), P17405; hit rate 0.006% among 340,000; Potency, µM (highest dose often 57.5 µM), for the others: at the top dose activity change, negative = inhibition, actives largely listed as inhibitors; placental ASM, HMU-PC fluorogenic substrate, 60 min; note: potency is the fitted concentration of half-maximal effect
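Steps: dispense placental human ASM, pin compound, wait 10 min at room temperature, add HMU-PC0 substrate at 9 uM final, incubate 60 min at 37 °C, add stop solution raising pH to 10, read fluorescence.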
MLL CXXC-DNA inh – qHTS Fluorescence Polarization Assay for Inhibitors of MLL CXXC domain - DNA interaction; Histone-lysine N-methyltransferase 2A (Homo sapiens), Q03164; MLL-CXXC / FITC-HOXA9 DNA fluorescence polarization; Potency, µM (highest dose often 115 µM), for the others: at the top dose activity change, negative = inhibition, actives largely listed as inhibitors; hit rate 0.037% among 290,000; AID 2662, 2010; active = well fitted inhibition curve with a large enough effect in the polarisation, with a control signal flat, not every such curve was filed as active; inconclusive = small, poorly fitted or top-dose-only effect, or effect the other way, or a change in a side signal; inactive = no such curve, though single readings can be large or run the other way; the % refers to the polarisation; note: potency is the fitted concentration of half-maximal effect
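Purified MLL-CXXC (added from a 7 uM solution) was preincubated 5 min at ambient with pinned compounds in 50 mM Tris-HCl pH 7.5, 50 mM NaCl, 1 mM DTT, 0.05% BSA. Fluorescein-labeled HOX-A9 DNA (50 nM solution) followed, 30 min, then polarization read.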
MBNL1 CUG block – qHTS Assay for Inhibitors of MBNL1-poly(CUG) RNA binding. Muscleblind-like protein 1 (Homo sapiens), Q9NR56. TR-FRET MBNL1-His/biotin-(CUG)12 binding, 665/545 ratio. Potency, µM (series often up to 57.5 µM), inactives show at the top dose activity change, negative = inhibition, most hits filed as inhibitors. hit rate 0.036% among 280,000. AID 2675, 2010; active = well fitted inhibition curve with a large enough effect in the signal ratio, with a control signal flat, not every such curve was filed as active; inconclusive = small, poorly fitted or top-dose-only effect, or effect the other way, or a change in a side signal; inactive = no such curve, though single readings can be large or run the other way; the % refers to the signal ratio; note: potency is the fitted concentration of half-maximal effect; % is set by controls: 0 for no effect and ±100 for the full control effect
Target sequence (Q9NR56 whole entry, looked up): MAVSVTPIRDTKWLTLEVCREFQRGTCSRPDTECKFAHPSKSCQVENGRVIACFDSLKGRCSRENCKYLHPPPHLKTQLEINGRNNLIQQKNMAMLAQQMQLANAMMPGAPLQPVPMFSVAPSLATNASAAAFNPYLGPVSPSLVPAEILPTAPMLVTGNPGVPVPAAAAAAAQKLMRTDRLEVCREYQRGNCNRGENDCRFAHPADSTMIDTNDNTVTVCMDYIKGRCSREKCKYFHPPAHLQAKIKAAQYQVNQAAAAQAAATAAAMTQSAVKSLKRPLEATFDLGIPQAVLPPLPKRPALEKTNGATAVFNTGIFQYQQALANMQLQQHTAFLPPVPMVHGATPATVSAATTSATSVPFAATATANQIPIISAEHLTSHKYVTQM
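Ratiometric TR-FRET (665 over 545 nm, excitation 340 nm) tracks disruption of MBNL1-His/biotin-(CUG)12 complex after 60 min at room temperature, with compounds at 92 nM to 58 uM final.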
A-T KAP1 phos – qHTS Assay for Identifying a Potential Treatment of Ataxia-Telangiectasia; […] A-T fibroblasts, KAP-1 phosphorylation AlphaLISA; neocarzinostatin DNA damage 30 min before lysis; hit rate 0.19% among 320,000; Potency, µM (titrated, usually from 57.5 µM), inactives show top-dose activation, actives largely listed as activators; AID 485349, 2010; note: potency is the fitted concentration of half-maximal effect; % of control where 0% means no effect; nearly all actives have a fitted effect of over 45% in size
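hTERT-immortalized A-T patient fibroblasts ([…]), 500 cells/well in OPTI-MEM, 1% FBS, got compounds for 60 min, then NCS for 30 min at 37C. Lysates were then assayed for phospho-KAP-1 by AlphaLISA (anti-pKAP1 donor, anti-KAP1 acceptor beads), 6 hr at 25C.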
Mito fusion act – qHTS Assay for Small Molecule Inhibitors of Mitochondrial Division or Activators of Mitochondrial Fusion | S. cerevisiae fusion-defective mutant growth rescue, CellTiterGlo 48 h | Potency, µM (series often up to 46.1 µM), for the others: at the top dose growth rescue (activation), usual class: activators | hit rate 0.23% among 320,000;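 note: potency is the fitted concentration of half-maximal effect; % of control where 0% means no effect; nearly all actives have a fitted effect of over 45% in size; temperature-sensitive fusion mutants such as fzo1-1 at 37 °C on non-fermentable ethanol glycerol medium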
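Temperature-sensitive fusion-defective S. cerevisiae (e.g. fzo1-1, mgm1-5) were grown with compound in YPEG medium (3% ethanol, 3% glycerol) for 48 hours at 37C. Growth rescue was measured as viability by CellTiterGlo luminescence after 10 minutes at ambient.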
Integrin act MD – qHTS for Activators of Integrin-Mediated Alleviation for Muscular Dystrophy; alpha7betagal myoblasts, beta-gal FDG fluorescence, 48 h; Potency, µM (titrated, usually from 38.3 µM), for the others: at the highest dose activation, hits mostly activators; hit rate 0.064% among 350,000; AID 624291, 2012;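 note: potency is the fitted concentration of half-maximal effect; 100% = response of the positive control SU9516; nearly all actives have a fitted effect of over 60% in size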
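Alpha7betagal+/- myoblasts (passage 13) were plated 16-24 hr, then exposed to compounds (1:260 dilution of DMSO stock) for 48 hours at 37C. After MPER lysis, β-galactosidase reporter activity was read as FDG fluorescence (ex 480/em 540) after 30 minutes.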
Numbers without * were called inactive; [ ] = remark or other dose. Unless noted, calls come from the whole dose curve; as a rule, active = well fitted curve in the direction sought with a large enough effect; inconclusive = small, poorly fitted or top-dose-only effect, or another doubt; inactive = no such curve, though single readings can be large; an effect the other way counts as inactive or inconclusive. A portion of the library; count on the stated rates, not on these rows.

For CC(C)Oc1ccc(S(=O)(=O)N2CCOCC2)cc1NC(=O)c1cc([N+](=O)[O-])ccc1N1CCOCC1 the results were PTAP TSG101 blk 1%, TSHR antag -2, TCR activator 6%, A-T KAP1 phos 0%, Mito fusion act -5% and Integrin act MD -2%.
Cc1ccc(-c2nc3c(c(=O)c4ccccc4n3C)c(=O)n2Cc2ccco2)cc1 was read as PTAP TSG101 blk -8%, TSHR antag 0, TCR activator -1%, ASM inhibitor -4%, MLL CXXC-DNA inh 5%, A-T KAP1 phos -4%, Mito fusion act -4% and Integrin act MD 5%.
CCOc1ccc(Cc2nnc(SCC(=O)c3ccc(OC)cc3)o2)cc1 was read as PTAP TSG101 blk 2%, TSHR antag -27, Menin MLL FP TR -1%, ASM inhibitor -3%, MLL CXXC-DNA inh 4%, MBNL1 CUG block -6%, A-T KAP1 phos 6%, Mito fusion act -5% and Integrin act MD -6%.
Screening Cc1ccc(C(=O)C[n+]2cccc3cc(C)ccc32)cc1 returned PTAP TSG101 blk 3%, TSHR antag -8, TCR activator 0%, Menin MLL FP TR -1%, ASM inhibitor -2%, MLL CXXC-DNA inh 26%, MBNL1 CUG block inconclusive, A-T KAP1 phos 2%, Mito fusion act 4% and Integrin act MD -36%.
For CCOc1cc(C2NC(=O)CCC2[N+](=O)[O-])cc(Br)c1OCC (stereo not drawn) the results were PTAP TSG101 blk -1%, TSHR antag -1, TCR activator 6%, Menin MLL FP TR inconclusive, ASM inhibitor 0%, MLL CXXC-DNA inh inconclusive, MBNL1 CUG block -6%, A-T KAP1 phos 14%, Mito fusion act 0% and Integrin act MD -20%.
Screening O=C(c1ccccc1)N(Cc1cccnc1)C1(C(=O)Nc2ccccc2)CCCCC1 returned PTAP TSG101 blk 0%, TSHR antag 5, TCR activator -3%[46.1 µM], Menin MLL FP TR -10%, ASM inhibitor 8%, MLL CXXC-DNA inh 2%, MBNL1 CUG block -12%, A-T KAP1 phos 4%, Mito fusion act -1% and Integrin act MD 17%.
For O=C(CSc1nnc(SCc2ccccc2)s1)N/N=C/C=C/c1ccccc1[N+](=O)[O-] the results were PTAP TSG101 blk -1%, TSHR antag -15, TCR activator 1%[46.1 µM], Menin MLL FP TR 14%, ASM inhibitor -5%, MLL CXXC-DNA inh -4%, A-T KAP1 phos -9%, Mito fusion act 6% and Integrin act MD -30%.
For Cc1ccc(-n2ncc3c(=O)n(CC#N)cnc32)cc1C the results were PTAP TSG101 blk -3%, TSHR antag 16, TCR activator -5%, Menin MLL FP TR 17%, ASM inhibitor -3%, MLL CXXC-DNA inh -2%, MBNL1 CUG block -10%, Mito fusion act -3% and Integrin act MD 12%.
`CC(C)Cc1nnc(NC(=O)CS(=O)(=O)Cc2ccccc2)s1` gave PTAP TSG101 blk -1%, TSHR antag 16, TCR activator 0%[46.1 µM], Menin MLL FP TR 18%, ASM inhibitor -4%, MLL CXXC-DNA inh 20%, MBNL1 CUG block -5%, A-T KAP1 phos -7%, Mito fusion act 21% and Integrin act MD 13%.
COc1ccc(/C(C)=N/NC(=O)C(NC(=O)c2ccccc2)c2n[nH]c(=O)c3ccccc23)c(OC)c1 (stereo not drawn) was read as PTAP TSG101 blk -4%, TSHR antag 2, TCR activator -1%, ASM inhibitor -1%, MLL CXXC-DNA inh 5%, A-T KAP1 phos 8%, Mito fusion act -8% and Integrin act MD -5%.
Screening COc1ccc(NC(=O)/C=C/C(=O)O)c(OC)c1 returned PTAP TSG101 blk -2%, TSHR antag -6, TCR activator 5%, ASM inhibitor 6%, MLL CXXC-DNA inh -5%, MBNL1 CUG block 3%, A-T KAP1 phos -5%, Mito fusion act -5% and Integrin act MD 4%.
Screening CC(CC(=O)O)C(=O)c1ccc(Cl)c([N+](=O)[O-])c1 (stereo not drawn) returned PTAP TSG101 blk -3%, TSHR antag -2, TCR activator -8%, Menin MLL FP TR 9%, ASM inhibitor 1%, MLL CXXC-DNA inh -21%, MBNL1 CUG block 15%, A-T KAP1 phos -12%, Mito fusion act 6% and Integrin act MD -1%.
For CCOC(=O)c1c(C)[nH]c(C)c1C(=O)CSc1nncs1 the results were PTAP TSG101 blk -3%, TSHR antag -3, TCR activator 0%, Menin MLL FP TR -2%, ASM inhibitor 0%, MLL CXXC-DNA inh 0%, MBNL1 CUG block -4%, A-T KAP1 phos 9%, Mito fusion act -13% and Integrin act MD -34%.
Screening COc1ccc(CNC(=O)C(=O)NCC2OCCN2S(=O)(=O)c2ccc(OC)c(OC)c2)cc1 (stereo not drawn) returned PTAP TSG101 blk -2%, TSHR antag 32, TCR activator -2%, ASM inhibitor -1%, MLL CXXC-DNA inh 2%, MBNL1 CUG block -9%, A-T KAP1 phos 9%, Mito fusion act 6% and Integrin act MD -12%.
`COc1ccc(CC(=O)OC(C)C(=O)NCc2ccc3c(c2)OCO3)cc1OC` (stereo not drawn) gave PTAP TSG101 blk -8%, TSHR antag 0, TCR activator 2%, ASM inhibitor -1%, A-T KAP1 phos 2%, Mito fusion act -4% and Integrin act MD 19%.
O=C(c1cc2cc(Br)cc(Br)c2oc1=O)N1CCOCC1 was read as PTAP TSG101 blk 0%, TSHR antag -6, TCR activator -8%, Menin MLL FP TR 6%, ASM inhibitor -2%, MLL CXXC-DNA inh 4%, MBNL1 CUG block inconclusive, A-T KAP1 phos -1%, Mito fusion act 6% and Integrin act MD -10%.
Screening COC(=O)CSc1cc([N+](=O)[O-])ccc1NC(=O)OC returned PTAP TSG101 blk -2%, TSHR antag 7, TCR activator -6%, Menin MLL FP TR -22%, ASM inhibitor 2%, MLL CXXC-DNA inh 1%, MBNL1 CUG block inconclusive, A-T KAP1 phos 3%, Mito fusion act inconclusive and Integrin act MD 10%.
C=CCn1c(SCc2cc(C(C)=O)ccc2OCC)nc2ccccc2c1=O was read as PTAP TSG101 blk 0%, TSHR antag 3, TCR activator 0%[46.1 µM], Menin MLL FP TR -6%, ASM inhibitor -11%, MLL CXXC-DNA inh 12%, MBNL1 CUG block 24%, A-T KAP1 phos 10%, Mito fusion act 13% and Integrin act MD -19%.
O=C(CN1C(=O)CCC1=O)Nc1cccc2c1C(=O)NC2=O was read as PTAP TSG101 blk -1%, TSHR antag 8, TCR activator 6%, Menin MLL FP TR 22%, ASM inhibitor 15%, MLL CXXC-DNA inh 13%, MBNL1 CUG block inconclusive, A-T KAP1 phos 2%, Mito fusion act 1% and Integrin act MD 6%.
`COc1cc(C(C2C(=O)CC(C)(C)CC2=O)C2C(=O)CC(C)(C)CC2=O)ccc1O` gave PTAP TSG101 blk 0%, TSHR antag 6, TCR activator 0%, Menin MLL FP TR -6%, ASM inhibitor -1%, MLL CXXC-DNA inh -16%, MBNL1 CUG block -17%, A-T KAP1 phos 1%, Mito fusion act 2% and Integrin act MD 13%.
For CCOc1ccc(N(CC(=O)NC2CCCCC2)C(=O)CCCC(=O)Nc2ccccn2)cc1 the results were PTAP TSG101 blk -9%, TSHR antag -6, TCR activator -1%, Menin MLL FP TR -25%, ASM inhibitor 0%, MLL CXXC-DNA inh -5%, MBNL1 CUG block -1%, A-T KAP1 phos 1%, Mito fusion act 4% and Integrin act MD -8%.
CCc1noc(C)c1C(=O)NNC(=O)COc1ccc(C)c(C)c1 was read as PTAP TSG101 blk -1%, TSHR antag 19, TCR activator 0%, ASM inhibitor -3%, A-T KAP1 phos 8%, Mito fusion act -5% and Integrin act MD 14%.
Screening CCCn1c(SCC(=O)Nc2cccc(S(=O)(=O)N(C)C)c2)nc2ccccc2c1=O returned PTAP TSG101 blk -1%, TSHR antag -8, TCR activator 2%, ASM inhibitor -12%, MLL CXXC-DNA inh 0%, MBNL1 CUG block -6%, A-T KAP1 phos 4%, Mito fusion act 0% and Integrin act MD 0%.
For CCN(Cc1ccccc1)C(=O)Cn1cnc2c1c(=O)n(C)c(=O)n2C the results were PTAP TSG101 blk -6%, TSHR antag 32, TCR activator 2%, Menin MLL FP TR 9%, ASM inhibitor 0%, MLL CXXC-DNA inh 1%, MBNL1 CUG block -1%, A-T KAP1 phos -2%, Mito fusion act 2% and Integrin act MD inconclusive.
